Bioassay records deposited in PubChem by National Center for Advancing Translational Sciences (NCATS).
KDM5B inhibitor: Primary screen for KDM5B Histone Demethylases FDH-coupled qHTS; Potency, µM (doses to about 57.7 µM), for inactives: at the highest dose activity change, negative = inhibition, usual class: inhibitors; 2.6% of 220,000 active; KDM5B demethylase, FDH-coupled NADH fluorescence (FDH is formaldehyde dehydrogenase); active = well fitted inhibition curve with a large enough effect; inconclusive = small, poorly fitted or top-dose-only effect; inactive = no such curve, though single readings can be large or run the other way; also: 0% is about no effect; nearly all actives have a fitted effect of over 70% in size
Target sequence (Q9UGL1 whole entry, looked up): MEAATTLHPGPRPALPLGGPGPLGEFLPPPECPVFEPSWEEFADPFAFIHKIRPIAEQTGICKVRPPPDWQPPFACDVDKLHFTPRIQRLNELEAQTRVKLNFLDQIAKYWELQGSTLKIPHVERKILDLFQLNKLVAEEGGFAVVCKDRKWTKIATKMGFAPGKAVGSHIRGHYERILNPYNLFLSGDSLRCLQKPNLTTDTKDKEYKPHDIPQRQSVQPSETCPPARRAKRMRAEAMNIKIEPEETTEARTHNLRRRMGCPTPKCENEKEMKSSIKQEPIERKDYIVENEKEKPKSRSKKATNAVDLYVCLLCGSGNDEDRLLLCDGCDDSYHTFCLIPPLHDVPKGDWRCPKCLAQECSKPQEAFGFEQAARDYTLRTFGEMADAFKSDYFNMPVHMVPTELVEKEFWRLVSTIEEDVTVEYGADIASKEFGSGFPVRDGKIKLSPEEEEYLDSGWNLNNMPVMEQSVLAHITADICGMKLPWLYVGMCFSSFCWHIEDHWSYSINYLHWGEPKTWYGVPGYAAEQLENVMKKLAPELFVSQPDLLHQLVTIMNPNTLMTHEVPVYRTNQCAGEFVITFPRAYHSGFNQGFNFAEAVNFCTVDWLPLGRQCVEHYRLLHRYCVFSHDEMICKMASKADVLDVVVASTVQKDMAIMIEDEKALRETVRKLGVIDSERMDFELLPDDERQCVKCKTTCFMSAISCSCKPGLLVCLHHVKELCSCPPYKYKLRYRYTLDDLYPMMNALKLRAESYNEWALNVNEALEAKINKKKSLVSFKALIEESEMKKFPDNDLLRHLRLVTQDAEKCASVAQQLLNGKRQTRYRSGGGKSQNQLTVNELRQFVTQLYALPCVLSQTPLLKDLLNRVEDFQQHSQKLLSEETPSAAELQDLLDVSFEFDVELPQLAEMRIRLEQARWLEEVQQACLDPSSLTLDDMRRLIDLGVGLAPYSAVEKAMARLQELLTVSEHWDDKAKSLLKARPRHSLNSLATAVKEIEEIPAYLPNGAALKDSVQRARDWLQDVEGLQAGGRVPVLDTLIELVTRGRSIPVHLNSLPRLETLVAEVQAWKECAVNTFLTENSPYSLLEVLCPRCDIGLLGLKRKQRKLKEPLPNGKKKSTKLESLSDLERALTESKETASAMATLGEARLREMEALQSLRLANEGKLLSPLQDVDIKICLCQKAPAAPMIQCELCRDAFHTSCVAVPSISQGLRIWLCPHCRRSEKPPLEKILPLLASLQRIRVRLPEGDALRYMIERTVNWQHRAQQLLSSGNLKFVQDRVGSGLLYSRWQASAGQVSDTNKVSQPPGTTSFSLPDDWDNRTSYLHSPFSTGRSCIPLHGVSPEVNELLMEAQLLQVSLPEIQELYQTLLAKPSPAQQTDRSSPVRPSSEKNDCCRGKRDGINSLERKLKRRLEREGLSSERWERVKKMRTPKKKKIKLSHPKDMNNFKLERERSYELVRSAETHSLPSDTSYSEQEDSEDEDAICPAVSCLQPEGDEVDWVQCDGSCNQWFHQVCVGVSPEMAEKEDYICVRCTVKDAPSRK
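Inhibition is measured as reduced NADH fluorescence generation from FDH coupling to formaldehyde release. Truncated KDM5BΔAP at 200 nM final acts on H3K4me3 peptide (12.5 µM in substrate mix) in pH 7.5 HEPES buffer with Tween-20, 30 min, room temperature.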
Active calls of the source: *; ? = inconclusive; [ ] = another dose, or the depositor's remark. Potency is read from the fitted curve at half-maximal effect.

SMILES	KDM5B inhibitor
C=C(C)Cn1c(N)cc(=O)nc1SCC(=O)Nc1cccc(C(F)(F)F)c1	-1%
Cc1oc2ccn(Cc3ccc(F)cc3)c(=O)c2c1C(=O)NC1CCCCCC1	?
CCO[C@H]1CN(C(=O)c2ccc(N3CCN(C)CC3)cc2)C[C@@H]1O	15%
CC(C)(C)C(=O)OCc1nc(-c2ccc(Cl)cc2)cs1	2%
CC(Sc1nc(-c2ccccc2)c(-c2ccccc2)o1)C(=O)N1CCCC1 (stereo unspecified)	12%
CCc1cccc(C)c1NS(=O)(=O)c1ccccc1C(F)(F)F	7%
Cc1ccc(S(=O)(=O)N2CCCC2c2cc(C(C)C)no2)cc1C (stereo unspecified)	-3%
COCC(=O)N[C@H]1C[C@@H](Cc2cc(CN(C)c3ccccc3)on2)C1(C)C	-38%[86.2 µM]
CC(C)CCNC(=O)CC1CCCN(c2cn[nH]c(=O)c2)C1 (stereo unspecified)	26%
CCSc1nc2n(n1)C(c1ccc(Cl)cc1Cl)C(C(=O)Nc1ccccc1C)=C(C)N2 (stereo unspecified)	-10%
Cc1nc2cccnc2n1-c1cccc(C(=O)NCCN(C)C)c1	-16%
CCc1ccc(-c2nc(COC(=O)c3c(C)nsc3N)cs2)cc1	-20%
COc1ccccc1N(CC(=O)NCc1ccco1)S(=O)(=O)c1ccc(C)cc1	?
CN(C)Cc1cn(C[C@H]2C[C@@H](NS(=O)(=O)c3ccccc3)[C@H](O)[C@@H]2O)nn1	-28%[86.2 µM]
CCC1=C(c2ccc(C)cc2)S(=O)(=O)N=C1N1CCC(C(=O)NCCc2cccc(OC)c2)CC1	-10%
Cc1ccc(NC(=O)N2C[C@@H](F)C[C@H]2C(=O)N2CCCCC2)cc1Cl	-9%
COc1ccc(N2CCCCS2(=O)=O)cc1S(=O)(=O)NCc1ccncc1	14%
Cc1ccc(-c2cn3ccccc3n2)cc1NS(=O)(=O)c1ccccc1	?
CC(C)c1noc(CN2CCC(NC(=O)c3cnn(C)c3)CC2)n1	17%
Cc1cccc(C)c1Oc1ncccc1CNC1CCN(C(C)C)CC1	-29%
Cc1nc2ncnn2c(C)c1CCC(=O)N1CCN(c2ccccc2)CC1	-19%
O=C(O)/C=C/c1cccc(NS(=O)(=O)/C=C/c2ccccc2)c1	0%
COc1ccc(N2CC(NC(=O)c3ccc4c(c3)OCO4)CC2=O)cc1OC (stereo unspecified)	-10%
COc1cccc(CCC(=O)N2CCC(Cc3nc(-c4cnccn4)no3)CC2)c1	5%
CCc1ccccc1NC(=O)NCc1ccc2c(c1)OCO2	-10%

Looked up above.
Cc1ccc(S(=O)(=O)N2CCCC2c2cc(C(C)C)no2)cc1C (stereo unspecified) in KDM5B inhibitor = -3%
COc1cccc(CCC(=O)N2CCC(Cc3nc(-c4cnccn4)no3)CC2)c1 in KDM5B inhibitor = 5%
Cc1nc2cccnc2n1-c1cccc(C(=O)NCCN(C)C)c1 in KDM5B inhibitor = -16%
CCc1ccc(-c2nc(COC(=O)c3c(C)nsc3N)cs2)cc1 in KDM5B inhibitor = -20%

Further structures follow:
SMILES	KDM5B inhibitor
CC(=O)c1cccc(NS(=O)(=O)c2cc3c(cc2C)n(C)c(=O)c(=O)n3C)c1	?
O=C(NCc1coc(-c2cccs2)n1)c1ccc(Cl)cc1	-24%
O=S(=O)(N1CCOCC1)N1CCOC(CCCc2ccccc2)C1 (stereo unspecified)	?
COc1ccc(NC2=C(C(=O)N3CCOCC3)S(=O)(=O)c3ccccc32)cc1	7%
CC(=O)Nc1cccc(C(C)NC(=O)C=C2CCCC2)c1 (stereo unspecified)	30%
COc1ccc(C)cc1-n1nnnc1SCc1noc(CC(C)C)n1	-13%
O=c1[nH]c(C2CCCN(CC3CC3)C2)nn1-c1ccccc1 (stereo unspecified)	?
COc1ccc2nc3n(c2c1)[C@@H](CNCc1ccc2c(c1)OCO2)COC3	-14%[86.2 µM]
CCOC(=O)c1sc2ncn(CC(=O)Nc3ccc(OC)c(Cl)c3)c(=O)c2c1C	3%
CNC(=O)NC[C@H]1CCN(Cc2ccc(OC)cc2OC)C[C@H]1N(C)C	-11%
CCOc1ccc(NC(=O)CSc2ccc3nnc(-c4cccnc4)n3n2)cc1	13%
COc1cc(OC)c(C2=CCN(C(=O)C(C)Oc3ccc(Br)cc3)CC2)c(OC)c1 (stereo unspecified)	15%
COCC(=O)NC[C@@H]1C=C(C)[C@H](Cc2nc3ccc(C(=O)OC)cc3[nH]2)C[C@H]1C(C)C	-11%[86.2 µM]
COc1ccc(NC(=O)C2CCN(c3cnn(C)c(=O)c3)C2)cc1F (stereo unspecified)	-6%
CN(CCOc1ccccc1)Cc1nc(-c2ccccn2)no1	32%
CCCCCCCCCCCCS(=O)CC(Cl)CO (stereo unspecified)	10%
COCC1CN(Cc2cccc(C#N)c2)CC12CCNCC2 (stereo unspecified)	?
CCN1CCc2nc3ccccc3c(C(=O)Nc3ccc(NC(C)=O)cc3)c2C1	2%
CCCCNC(=O)CSc1c2c(nc3cc(Cl)ccc13)CCCC2	14%
CN(C(=O)c1cc2c(=O)n3ccccc3nc2n1C)c1ccccc1	?
O=C1CCN(C(=O)[C@@H]2CCCN2Cc2cccc(OC(F)(F)F)c2)CCCCCCN1	-29%
CC(C)NC(=O)c1ccccc1C(=O)c1ccc(F)cc1	19%
S=c1[nH]c2cc(-c3ccccc3)ccc2s1	-30%
Cc1ccc2cc(C(=O)NCc3ccc(N4CCCC4)nc3)c(C)nc2c1	-8%
COc1cccc(-n2c(=O)c3c(C)c(C(=O)N(C)C)sc3n(Cc3cccc(C)c3)c2=O)c1	-20%

Some of the entries so far, bar-delimited:
SMILES | KDM5B inhibitor
COc1ccc(NC(=O)C2CCN(c3cnn(C)c(=O)c3)C2)cc1F (stereo unspecified) | -6%
CCCCCCCCCCCCS(=O)CC(Cl)CO (stereo unspecified) | 10%
CC(C)NC(=O)c1ccccc1C(=O)c1ccc(F)cc1 | 19%

Other compounds follow.
SMILES	KDM5B inhibitor
O=C(Nc1ccccc1I)c1cc2ccccc2oc1=O	-6%
CC(=O)c1ccc(NC(=O)Cn2cc(S(=O)(=O)Cc3ccccc3Cl)c3ccccc32)cc1	-25%
Cc1cc(C)nc(SCC(C)Cn2c(Br)nc3c2c(=O)[nH]c(=O)n3C)n1 (stereo unspecified)	10%
COc1cccc(CNC(=O)C=C(C)C)c1	25%
COC(=O)CNC(=O)C1CCc2nnc(CNC(=O)Nc3cccnc3)n21 (stereo unspecified)	1%[115 µM]
Cc1cc(C)n(CCCNCC(O)COCc2cccs2)n1 (stereo unspecified)	1%
CN(C)c1ccc(C(C(=O)NCC2CCCO2)N(Cc2ccco2)C(=O)c2snc(C(N)=O)c2N)cc1 (stereo unspecified)	13%
CCS(=O)(=O)c1nc(-c2ccc(F)cc2)cc(C(F)(F)F)n1	?
COc1ccc(OC)c(CNCc2c(C(=O)O)n(Cc3cccc(F)c3)c3cc(OC)ccc23)c1	5%
COc1ccc(NC(=O)N2CCC3(CC2)CC(N(C2CC2)S(C)(=O)=O)CCO3)cc1 (stereo unspecified)	29%
Cc1ccc(F)cc1CN1CCN(C)C2(CCC(=O)N(CC3CC3)CC2)C1 (stereo unspecified)	15%
CC1(C)CC(=O)C2=C(C1)NC1=C(C(=O)c3ccccc31)C2c1ccc(C(F)(F)F)cc1 (stereo unspecified)	?
COCCOC(=O)c1[nH]c2c(c1C)C(=O)CC(c1cccs1)C2 (stereo unspecified)	-1%
Cc1ccc(C(=O)Cn2c(Cl)nc3c2c(=O)n(C)c(=O)n3C)c(C)c1	-11%
CC(C)Nc1nc(-c2ccc(S(=O)(=O)N3CCCCCC3)cc2)cs1	?
Fc1ccccc1CN1CCOC[C@H]1c1ncc(-c2ccc(Cl)s2)[nH]1	-15%[86.2 µM]
Cn1nc(C(F)(F)F)cc1-c1ccc(/C=C(\C#N)C(=O)c2cccc(C(F)(F)F)c2)s1	-18%
COc1ccc(OC)c2nc(-c3cccc(Cl)c3)c(CN3CC(O)C3)cc12	?
O=C(O)c1ccc2c(c1)OCCOCCOCCO2	-10%
CCOc1ccc(C(=O)NNC(=O)CN2C(=O)C3CC=CCC3C2=O)cc1OC (stereo unspecified)	7%
O=C([C@@H]1C[C@H](F)CN1S(=O)(=O)c1cccc(C(F)(F)F)c1)N1CCCCC1	6%
c1cc(CNC2CC2)ccn1	?
NC(=O)CCN(C(=O)c1ccc(Br)cc1)c1ccc(F)cc1	20%
Cc1ccc(CNC(=O)CSc2c3c(nc4ccc(Cl)cc24)CCCC3)cc1	-8%
CCCC(C)NC(=O)N1CCN(C(=O)Cc2c[nH]c3ccccc23)CC1 (stereo unspecified)	14%

A second format for 2 compounds above:
SMILES,KDM5B inhibitor
COc1ccc(OC)c(CNCc2c(C(=O)O)n(Cc3cccc(F)c3)c3cc(OC)ccc23)c1,5%
COc1ccc(NC(=O)N2CCC3(CC2)CC(N(C2CC2)S(C)(=O)=O)CCO3)cc1 (stereo unspecified),29%

Quoted at random: 7 records from the list, in no set order.
SMILES	KDM5B inhibitor
COc1ccc(OC)c2nc(-c3cccc(Cl)c3)c(CN3CC(O)C3)cc12	?
c1cc(CNC2CC2)ccn1	?
NC(=O)CCN(C(=O)c1ccc(Br)cc1)c1ccc(F)cc1	20%
COCCOC(=O)c1[nH]c2c(c1C)C(=O)CC(c1cccs1)C2 (stereo unspecified)	-1%
Cc1ccc(F)cc1CN1CCN(C)C2(CCC(=O)N(CC3CC3)CC2)C1 (stereo unspecified)	15%
COc1ccc(NC(=O)N2CCC3(CC2)CC(N(C2CC2)S(C)(=O)=O)CCO3)cc1 (stereo unspecified)	29%
O=C([C@@H]1C[C@H](F)CN1S(=O)(=O)c1cccc(C(F)(F)F)c1)N1CCCCC1	6%

Next part
SMILES	KDM5B inhibitor
O=C(c1cc(-c2ccccc2O)on1)N1CCCCC1	-6%
Cc1ccc(CNC(=O)CN2N=C(c3ccc(C)cc3)CCC2=O)cc1	-17%
Cc1cc(C)c(NC(=O)CNC(=O)c2cc3cc(Cl)ccc3nc2C)c(C)c1	13%
COc1ccccc1N1CCN(C(=O)C[C@@H]2CCNC[C@@H]2Cc2cc(-c3ccc(F)cc3)on2)CC1	11%
C#CCNC(=O)C[C@@H]1O[C@H](CNC(=O)Nc2ccc(C)cc2)[C@@H](O)[C@H]1O	2%[86.2 µM]
CCn1nccc1C(=O)N1CCC2(CC1)CCC(O)(CN(C)C)CC2	20µM*
CC1CCN(C(=O)C(C)OC(=O)c2cnc3ccccc3n2)CC1 (stereo unspecified)	5%
CC(=O)Nc1ccc(C2(C(=O)N(C)Cc3ccccc3)CCCCC2)cc1	-8%
COc1ccc(N2C(=O)CCS2(=O)=O)cc1S(=O)(=O)N1CCCCC1	18%
CCOC(=O)c1cc(NC(=O)C(C)CC)cc(C(=O)OCC)c1 (stereo unspecified)	4%
CC(NC(=O)c1n[nH]c(=O)c2ccccc12)c1ccc2ccccc2c1 (stereo unspecified)	10%
O=C(Nc1ccc(Cl)cc1Cl)c1ccnc2[nH]ccc12	3%[149 µM]
CC1(C(=O)N2CCC(c3ccccc3)CC2)CCc2cnc(N3CCOCC3)nc21 (stereo unspecified)	32µM*
CSCCC(NS(=O)(=O)c1ccc2c(c1)oc(=O)n2C)C(=O)Nc1ccc(F)cc1 (stereo unspecified)	22%
COCCNc1nc(-c2ccccc2)nc2c1oc1ccccc12	?
Cc1noc(-c2cn(C3CCN(C(=O)c4ccc(F)cc4)CC3)nn2)n1	22%
O=S(=O)(c1ccc2nc(NCCN3CCN(c4ccccc4F)CC3)ccc2c1)N1CCCC1	?
Cc1ccc(C(=O)/C=C\N(C)C)cc1	-9%
Cc1scc(CN2CCN(c3ccccc3F)CC2)c1C	1%
CCOC(=O)C1=C(C)OC(N)=C(C#N)C1c1ccc(C(F)(F)F)cc1 (stereo unspecified)	?
CCCCNC(=S)Nc1ccc(Cl)cc1Cl	11%
CC(C)Cc1nc2oc3c(NCC(C)O)ncnc3c2c2c1CCC2 (stereo unspecified)	?
CC(C)CNC(=O)C(NC(=O)c1ccccc1Cl)C1CCN(C(=O)c2ccccc2F)CC1 (stereo unspecified)	-28%
CC(=O)N[C@H]1CO[C@H]2[C@@H]1OC[C@@H]2Nc1nccc(C2CCCC2)n1	?
Cc1ccccc1CSCC(=O)NNC(=S)NCC1CCCO1 (stereo unspecified)	44%[activator]
Following part:
SMILES	KDM5B inhibitor
CC(CNC(=O)CCS(=O)(=O)c1cc2c(cc1Cl)NC(=O)CO2)c1ccccc1 (stereo unspecified)	3%
O=C(Nc1ccc(C(=O)N2CCN(c3ccccc3F)CC2)cc1)c1nsc2ccccc12	?
COc1ccc(C(CC(=O)NCc2cccnc2)c2ccccc2)cc1 (stereo unspecified)	37%[activator]
COc1ccc(C2CC(=O)N(CC(=O)Nc3ccc4c(c3)OCO4)c3ccccc3S2)cc1OC (stereo unspecified)	-27%
Cc1ccc(CNc2ncnc3c2cnn3-c2ccc(C)cc2C)cc1	-29%
CCNc1cc(N2CCC(CCC(=O)NCc3ccc(OC)cc3)CC2)ncn1	-15%
CC(C)NC(=O)N1CCOc2ccc(CCC(=O)O)cc2C1	-20%
Cc1cc(C)cc(N2CC(C(=O)OCC(=O)c3ccccc3)CC2=O)c1 (stereo unspecified)	5%
O=C(c1ccccc1F)N1CCC(N2CCNC2=O)CC1	18%[149 µM]
O=S(=O)(c1ccc(Oc2ccc(Br)cc2F)nc1)N1CCCC1	12%
CC(=O)N1CCC2(CC1)C(=O)NN=C2c1ccncc1	-1%[86.2 µM]
CCCc1noc(-c2cn(C3CCN(C(=O)c4cccc(F)c4)CC3)nn2)n1	16%
COCCN1CCCCCC(O)c2cc(C(=O)N3CCN(c4cccc(OC)c4)CC3)ccc21 (stereo unspecified)	-16%

The list is partial. The share of hits here may be higher or lower than overall.
